SRC1 inh = inhibits human SRC1 coactivator; Q15788; hit rate 0.12% among 360,000; HEK293 GAL4-SRC1 luciferase reporter, luminescence; inhibition, % at 3.6 µM;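 active = inhibition above the campaign mean plus 3 SD, with each screening campaign given its own cutoff, cut at about 60% in these data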;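 note: 0% = DMSO treated cells and 100% = gossypol at 36 µM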
Target sequence (Q15788 whole entry, looked up, the tested form may be a part): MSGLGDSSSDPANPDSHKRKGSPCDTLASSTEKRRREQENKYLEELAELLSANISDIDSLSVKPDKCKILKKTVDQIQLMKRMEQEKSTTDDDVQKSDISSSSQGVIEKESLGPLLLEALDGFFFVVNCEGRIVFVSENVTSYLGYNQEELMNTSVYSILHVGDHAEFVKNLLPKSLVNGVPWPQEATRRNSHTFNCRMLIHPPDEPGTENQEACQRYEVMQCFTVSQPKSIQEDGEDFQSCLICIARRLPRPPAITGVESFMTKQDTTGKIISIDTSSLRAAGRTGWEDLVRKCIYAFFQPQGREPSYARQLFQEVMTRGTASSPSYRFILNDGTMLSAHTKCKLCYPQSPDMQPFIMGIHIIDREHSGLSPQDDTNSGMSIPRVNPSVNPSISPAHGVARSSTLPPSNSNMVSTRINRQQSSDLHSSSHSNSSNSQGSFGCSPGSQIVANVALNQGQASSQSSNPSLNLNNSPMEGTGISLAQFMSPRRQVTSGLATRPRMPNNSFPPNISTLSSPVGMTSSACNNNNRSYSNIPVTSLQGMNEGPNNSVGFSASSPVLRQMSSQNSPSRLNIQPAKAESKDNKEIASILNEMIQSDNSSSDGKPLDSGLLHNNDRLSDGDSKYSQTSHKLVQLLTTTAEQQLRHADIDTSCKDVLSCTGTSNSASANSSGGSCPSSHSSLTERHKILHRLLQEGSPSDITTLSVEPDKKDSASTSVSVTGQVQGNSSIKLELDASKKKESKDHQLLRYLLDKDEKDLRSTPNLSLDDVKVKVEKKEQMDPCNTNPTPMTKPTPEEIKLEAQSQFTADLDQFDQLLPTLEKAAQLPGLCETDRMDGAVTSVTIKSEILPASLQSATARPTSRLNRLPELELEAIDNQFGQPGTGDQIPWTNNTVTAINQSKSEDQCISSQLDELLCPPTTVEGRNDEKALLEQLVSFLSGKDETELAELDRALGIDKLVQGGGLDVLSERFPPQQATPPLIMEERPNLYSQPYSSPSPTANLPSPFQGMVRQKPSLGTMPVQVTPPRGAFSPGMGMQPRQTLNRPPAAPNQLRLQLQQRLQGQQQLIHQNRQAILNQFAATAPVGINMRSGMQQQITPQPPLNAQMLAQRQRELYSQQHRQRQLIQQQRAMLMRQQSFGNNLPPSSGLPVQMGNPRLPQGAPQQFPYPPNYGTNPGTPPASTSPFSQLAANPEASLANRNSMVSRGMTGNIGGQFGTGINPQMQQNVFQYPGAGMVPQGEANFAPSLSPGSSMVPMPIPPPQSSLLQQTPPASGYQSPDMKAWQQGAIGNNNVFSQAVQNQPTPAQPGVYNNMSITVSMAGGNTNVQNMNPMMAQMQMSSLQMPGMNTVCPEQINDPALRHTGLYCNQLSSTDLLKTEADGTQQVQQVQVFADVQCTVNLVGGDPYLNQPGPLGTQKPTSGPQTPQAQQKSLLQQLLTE
NOD2-RIPK2 inh = blocks binding of human NOD2 to RIPK2; CHO BLA complementation NOD2-RIPK2, CCF4 ratio; inhibition, % at 4.98 µM; hit rate 0.38% among 360,000; in the data active = inhibition above about 21%;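 note: 0% = vehicle only and 100% = reference blocker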
TLR9-MyD88 block = TLR9-MyD88 interaction inhibition; CHO BLA complementation TLR9-MyD88, CCF4 FRET ratio; hit rate 0.21% among 340,000; inhibition, % at 4.98 µM; AID 504734; Q9NR96+Q99836;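 active = inhibition above the mean over all tested compounds plus 3 SD, cut at about 21% in these data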;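 note: 0% = DMSO only wells and 100% = clavulanate BLA inhibitor control wells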
EBV LMP1 NFkB = reduces LMP1-driven NF-kappaB luciferase signal. inhibition, % at 12.5 µM. hit rate 0.69% among 350,000. LMP1-induced NF-kappaB luciferase reporter cells, luminescence. AID 504558; in the data active = inhibition above about 41%;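 note: 0% = neutral control wells and 100% = reference inhibitor control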
TRAIL sens C8 = sensitizes caspase-8 expressing cells to TRAIL. NB7+C8 cells + TRAIL, ATPlite viability luminescence. inhibition (viability loss, TRAIL sensitization), % at 10 µM. hit rate 1% among 360,000;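 active = compounds causing at least 50% loss of cell viability in the single-dose screen, relative to plate controls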
NCOA3 inh = human NCOA3 inhibition | Q9Y6Q9 | hit rate 0.17% among 360,000 | inhibition, % at 3.6 µM | HEK293 GAL4-SRC3 luciferase reporter, luminescence;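 active = inhibition above a per-campaign cutoff, the mean of all compounds plus 3 SD, cut at about 60% in these data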;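 note: 0% = DMSO-treated cells and 100% = gossypol-treated cells at 36 µM; higher means less SRC3-driven luciferase light from the GAL4 reporter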
NCOA2 inhibitor = human SRC2 (NCOA2) inhibition; Q15596; HEK293 GAL4-SRC2 luciferase reporter, luminescence; inhibition, % at 9 µM; hit rate 0.17% among 370,000; AID 651957;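 active = inhibition above the mean inhibition of all tested compounds plus 3 SD, set per campaign, cut at about 52% in these data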;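 note: 0% = DMSO treated cells and 100% = cells given Gossypol at 36 µM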
NR2F2 inh = blocks human COUP-TFII nuclear receptor; P24468; HEK293T NGFI-A luciferase reporter, luminescence; inhibition, % at 8.6 µM; hit rate 0.7% among 370,000; AID 686940;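 active = inhibition above a per-plate cutoff, mean inhibition of test wells between control levels plus 3 SD, cut at about 38% in these data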;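 note: cells cotransfected with COUP-TFII expression vector driving the NGFI-A reporter; 0% = median of COUP-TF2 test wells and 100% = reporter-only cells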
Vif inh = blocks HIV Vif function | hit rate 0.35% among 340,000 | inhibition, % at 7.49 µM | HEK293T cells, Vif self-association by quenched fluorescence, imaging, 24 h; in the data active = inhibition above about 50%, passing the limit was not always enough; note: some results filed as inactive read as strong as hits
TROY NFkB inh = TROY signaling inhibition; Q293 LMP1-TROYcd NF-kB luciferase reporter, 4 h; inhibition, % at 10 µM; hit rate 0.98% among 360,000; AID 1347056;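 active = compounds whose plate-normalised and pattern-corrected inhibition of the luciferase reporter signal at the single screening dose is 50% or more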
NR5A2 inv ag = inverse agonists of human LRH-1 (NR5A2); O00482; HEK293T StAR-luciferase reporter, LRH-1 transfected, 24 h; inhibition, % at 3.6 µM; hit rate 0.13% among 360,000; AID 602396;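 active = inhibition above the mean inhibition of all tested compounds plus 3 SD, cut at about 73% in these data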;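 note: 0% = DMSO wells and 100% = reporter-only cells lacking LRH-1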
Active calls of the source: *; / = not tested or not shown.

The first 15 entries (preview)
SMILES	SRC1 inh	NOD2-RIPK2 inh	TLR9-MyD88 block	EBV LMP1 NFkB	TRAIL sens C8	NCOA3 inh	NCOA2 inhibitor	NR2F2 inh	Vif inh	TROY NFkB inh	NR5A2 inv ag
CC1=C(C(=O)N2CCCCCC2)C2(CCC(C)CC2)OC1=O (stereo not drawn)	7	0	-5	-11	-16	-19	-24	-17	9	4	3
CC(C)c1ccc(OC(=O)c2ccc3c(=O)n4c(nc3c2)CCC4)cc1	-15	-2	-1	-5	2	-16	-8	6	0	2	0
CN(C)c1ccc(C=C2C(=O)OC(C)(C(C)(C)C)OC2=O)cc1 (stereo not drawn)	-13	2	10	-6	-2	19	-8	4	-11	-10	6
N/C(Cn1cncn1)=N\NC(=O)C(=O)Nc1ccc(Cl)cc1Cl	-14	-7	1	0	15	-15	-13	-2	1	-30	-51
CC(=O)O[C@@H]1C[C@H]2C(C)=C[C@H]3OC(=O)[C@@H](C)[C@H]3C[C@H]2[C@]1(C)O	-17	-4	4	-7	-6	1	-48	-11	4	-24	-1
CCN(C(=O)C(C)OC(=O)C1C(C(=O)OC)=C(C)NC(C)=C1C(=O)OC)c1ccccc1 (stereo not drawn)	-16	7	-2	4	-11	6	0	-20	4	-6	8
Cn1c(=O)c2c(nc(CN3CCN(C(=O)c4ccco4)CC3)n2CCCO)n(C)c1=O	-6	-1	-14	-1	17	-8	1	2	-6	8	19
O=C(c1ccccc1)c1c2c(cc3sc4ccccc4[n+]13)-c1cccc3cccc-2c13	30	-3	-9	-15	-10	56	6	49*	-14	40	72
N#C/C(=N\Nc1ccccc1)C(=N)N1CCCCC1	-112	6	14	1	29	-109	-69	-71	-5	-6	-162
Cc1nn(-c2ccccc2)c(C)c1C(=O)OCC(O)=C(C#N)c1nc2ccccc2[nH]1	-5	8	15	-6	5	-19	-12	-11	-5	-5	-3
O=C(COC(=O)c1n[nH]c2ccccc12)Nc1ccccc1	-46	2	9	-30	-4	-68	-73	-17	-1	2	-43
CCc1ccc(N(C(=O)c2ccco2)C(C(=O)NC2CCCC2)c2cccnc2)cc1 (stereo not drawn)	-2	-7	-2	-10	5	-21	-7	14	-2	-10	-28
Cc1ccc(NC(=O)Cn2cccc2C2=NC(c3ccccc3)CO2)cc1C (stereo not drawn)	10	0	-3	-5	23	-3	100*	-1	5	-24	-16
O=Nc1c(O)[nH]c2c(F)cccc12	-12	5	0	-5	17	2	-21	-6	5	3	26
COC(=O)c1ccc(OCC(=O)NC(C)(C)C)cc1	-29	-2	1	-8	-14	-10	-48	-15	/	-5	-21

This part in full, previewed entries included:
SMILES	SRC1 inh	NOD2-RIPK2 inh	TLR9-MyD88 block	EBV LMP1 NFkB	TRAIL sens C8	NCOA3 inh	NCOA2 inhibitor	NR2F2 inh	Vif inh	TROY NFkB inh	NR5A2 inv ag
CC1=C(C(=O)N2CCCCCC2)C2(CCC(C)CC2)OC1=O (stereo not drawn)	7	0	-5	-11	-16	-19	-24	-17	9	4	3
CC(C)c1ccc(OC(=O)c2ccc3c(=O)n4c(nc3c2)CCC4)cc1	-15	-2	-1	-5	2	-16	-8	6	0	2	0
CN(C)c1ccc(C=C2C(=O)OC(C)(C(C)(C)C)OC2=O)cc1 (stereo not drawn)	-13	2	10	-6	-2	19	-8	4	-11	-10	6
N/C(Cn1cncn1)=N\NC(=O)C(=O)Nc1ccc(Cl)cc1Cl	-14	-7	1	0	15	-15	-13	-2	1	-30	-51
CC(=O)O[C@@H]1C[C@H]2C(C)=C[C@H]3OC(=O)[C@@H](C)[C@H]3C[C@H]2[C@]1(C)O	-17	-4	4	-7	-6	1	-48	-11	4	-24	-1
CCN(C(=O)C(C)OC(=O)C1C(C(=O)OC)=C(C)NC(C)=C1C(=O)OC)c1ccccc1 (stereo not drawn)	-16	7	-2	4	-11	6	0	-20	4	-6	8
Cn1c(=O)c2c(nc(CN3CCN(C(=O)c4ccco4)CC3)n2CCCO)n(C)c1=O	-6	-1	-14	-1	17	-8	1	2	-6	8	19
O=C(c1ccccc1)c1c2c(cc3sc4ccccc4[n+]13)-c1cccc3cccc-2c13	30	-3	-9	-15	-10	56	6	49*	-14	40	72
N#C/C(=N\Nc1ccccc1)C(=N)N1CCCCC1	-112	6	14	1	29	-109	-69	-71	-5	-6	-162
Cc1nn(-c2ccccc2)c(C)c1C(=O)OCC(O)=C(C#N)c1nc2ccccc2[nH]1	-5	8	15	-6	5	-19	-12	-11	-5	-5	-3
O=C(COC(=O)c1n[nH]c2ccccc12)Nc1ccccc1	-46	2	9	-30	-4	-68	-73	-17	-1	2	-43
CCc1ccc(N(C(=O)c2ccco2)C(C(=O)NC2CCCC2)c2cccnc2)cc1 (stereo not drawn)	-2	-7	-2	-10	5	-21	-7	14	-2	-10	-28
Cc1ccc(NC(=O)Cn2cccc2C2=NC(c3ccccc3)CO2)cc1C (stereo not drawn)	10	0	-3	-5	23	-3	100*	-1	5	-24	-16
O=Nc1c(O)[nH]c2c(F)cccc12	-12	5	0	-5	17	2	-21	-6	5	3	26
COC(=O)c1ccc(OCC(=O)NC(C)(C)C)cc1	-29	-2	1	-8	-14	-10	-48	-15	/	-5	-21
CCOC(=O)Cc1csc(NS(=O)(=O)c2ccc(Cl)cc2)n1	-4	-2	5	-4	-8	-1	-9	11	-1	6	14
CC(C)OC(=O)CC(=O)CC(O)c1cccc([N+](=O)[O-])c1 (stereo not drawn)	/	6	/	/	-6	/	-5	5	/	/	-31
O=C(N/N=C/c1ccc(F)cc1)c1cc(-c2ccccn2)nc2ccccc12	-13	-9	7	-5	24	2	-25	-8	-4	-8	-15
CC(=O)N1CCN(CCN2C(C)=CC(=C(C#N)C#N)C=C2C)CC1	8	2	-5	0	-15	12	-30	-3	17	-13	10
O=C(NCc1ccncc1)[C@@H]1CCCN1C(=O)[C@@H]1CCCN1C(=O)c1ccccc1	/	8	/	/	-16	/	-9	-11	/	-3	-34
CCC(=O)Nc1cc(-c2nn(CC(=O)N3CCCCC3)c(=O)c3ccccc23)ccc1N1CCOCC1	-2	3	4	13	-15	-6	-19	-1	2	-11	6
Cc1[nH]c2ccc3ccccc3c2c(=O)c1C/C=C/Cl	-5	-3	-1	-15	5	-5	-5	-14	-2	-52	-28
COc1ccc(C=C(C(C)=O)C(=O)c2ccccc2)cc1	3	-11	/	/	12	28	0	19	8	-2	15
Cc1ccc(C)c(N=Nc2ccc(O)c3ncccc23)c1	13	-2	1	61*	30	-9	18	5	4	78*	-2
O=C(O)C1CCCCC1C(=O)Nc1ccc(-c2ccccc2)cc1 (stereo not drawn)	-14	1	-7	-3	-7	18	-22	9	2	-39	-2
SMILES	SRC1 inh	NOD2-RIPK2 inh	TLR9-MyD88 block	EBV LMP1 NFkB	TRAIL sens C8	NCOA3 inh	NCOA2 inhibitor	NR2F2 inh	Vif inh	TROY NFkB inh	NR5A2 inv ag
CCC(C(=O)N1CCN(Cc2ccc3c(c2)OCO3)CC1)n1c(=O)[nH]c2ccccc2c1=O (stereo not drawn)	1	-11	-21	-3	11	-5	-26	6	2	5	-26
COc1ccc(/C=N\NC(=O)c2ccc([N+](=O)[O-])cc2)cc1COc1c(F)c(F)cc(F)c1F	12	-14	5	1	10	-18	-6	-12	-1	15	2
COc1cccc(NC(=O)CSc2nnc(-c3cccnc3)o2)c1	-3	-14	-1	-12	6	-2	-38	-5	/	-33	4
Cc1ccc(C2CC(c3ccc(Cl)cc3)=NNC2=O)cc1 (stereo not drawn)	3	-1	-1	4	-12	0	6	8	-5	2	7
N/C(=N\NS(=O)(=O)c1cc(C(F)(F)F)cc(C(F)(F)F)c1)c1ccccn1	11	10	-13	2	4	24	-9	-1	4	3	-6
COc1ccccc1-c1cc(C(=O)N2CCCC2)no1	-114	-18	4	-13	8	-136	-44	-12	-1	-20	-111
COc1ccc(S(=O)(=O)NC(CC(=O)NCc2ccccc2OC)c2ccco2)cc1 (stereo not drawn)	7	0	0	5	-2	10	1	-2	-4	21	4
CC(C)NC(=O)C12CC3CC(C1)CC(C(=O)NC(C)C)(C3)C2	3	4	5	-4	-7	-6	5	21	-12	-4	-9
Cc1c(NC(=O)C2CCCN2S(=O)(=O)c2ccc(Cl)cc2)c(=O)n(-c2ccccc2)n1C (stereo not drawn)	9	-6	10	-1	-5	19	-13	14	-1	6	4
COc1ccc(N2C(=S)N(C(=O)c3ccccc3)C(=Nc3ccccc3)C2=Nc2ccccc2)cc1	-106	1	-4	31	7	-90	-23	-23	-1	25	-254
COc1cc(Cl)cc(/C=N/NC(N)=O)c1O	5	0	0	-10	-1	-6	-2	-10	2	7	10
COC(=O)Cn1cc(/C=N/NC(=O)c2ccc(C#N)cc2F)c2ccccc21	-36	1	1	-5	6	-3	-19	15	7	-19	14
COc1ccc(NC(=S)NCCCN2CCOCC2)cc1	-32	4	-7	-3	-2	12	19	1	-1	-12	-17
COc1cccc(C(=O)COC(=O)CCCC(=O)NC2CCCCC2)c1	3	7	1	1	-7	20	-36	-1	-11	-8	6
O=C(c1nc[nH]c1C(=O)N1CCc2ccccc2C1)N1CCc2ccccc2C1	-7	-4	-10	-1	5	11	-10	1	0	-8	4
C=CCN1C(=O)C(O)(CC(=O)c2ccc(Cl)cc2)c2ccccc21 (stereo not drawn)	6	-5	-1	6	-10	15	/	/	-16	1	9
Cc1ccc(NC(=O)C(NS(=O)(=O)c2cccc3nsnc23)C(C)C)nc1 (stereo not drawn)	0	-4	-3	-2	0	2	-13	-2	-5	1	12
S=C1CCC(c2ccc(Cl)cc2)=NN1c1ccccc1	-1	1	-1	2	-14	25	15	3	0	-15	-5
CCOc1ccc(CN2CCNC(=O)C2CC(=O)N(C)Cc2nonc2C)cc1 (stereo not drawn)	2	-2	-3	-11	-12	-12	-17	-4	0	5	-8
COc1ccc(Cl)cc1N(CC(=O)N/N=C/c1ccc(OCC(N)=O)cc1)S(C)(=O)=O	1	5	0	-6	-2	5	-2	13	17	-6	4
COc1ccc(C2=Nn3c(C)nnc3SC2)cc1	10	-3	3	4	-20	-57	-47	-11	-3	-11	11
COc1ccc(-n2cc(CNCCN3CCOC3=O)c(-c3ccccc3Cl)n2)cc1	-22	-12	0	-5	-9	4	-1	-2	0	-6	-5
CN(C)S(=O)(=O)c1cccc(NC(=O)COC(=O)CCSc2ccc(Cl)cc2)c1	4	-5	-3	-7	-18	20	1	4	-15	-19	-16
Cc1ccc(C(C)C)cc1OCCN1CCCC1	2	-6	7	-5	-8	6	-8	-5	/	12	7
COc1ccc(/C=C2\SC(=S)NC2=O)cc1OS(=O)(=O)c1ccc(NC(C)=O)cc1	-11	-15	-1	3	-7	22	4	3	17	40	-2
CCOC(=O)CN1C(=O)N[C@@H](c2ccco2)C(C(=O)OC)=C1C	-7	-4	-7	-4	-20	-8	-35	-8	-6	14	-14
Cc1cnc(C(=O)Nc2ccc(N3CCN(C(=O)OC(C)(C)C)CC3)cc2)cn1	-27	3	0	11	29	-7	-9	10	-21	46	5
CCN(CC)S(=O)(=O)c1ccc(C)c(NC(=S)Nc2cccc(S(=O)(=O)N3CCCCCC3)c2)c1	8	6	-2	7	19	14	9	12	-4	12	-18
COC(=O)c1cn[nH]c1N	-163	0	-6	3	-19	3	20	8	1	-11	-4

Only part of the results is shown; rates above refer to the full screens.
